Jurkat NFkB inh: inhibitors of the PMA/ionomycin-induced NF-kB reporter in Jurkat cells; PMA/ionomycin-induced NF-kB luciferase reporter, luminescence; inhibition, % at 4 µM; 0.53% of 330,000 active; in the data active = inhibition above about 50%
APJ antag: blocks the human apelin receptor APJ; 0.32% of 330,000 active; AID 2521; P35414; CHO-K1 APJ beta-arrestin complementation, luminescence; inhibition, % at 20 µM;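 active = inhibition above about 40% at 20 µM, limit read from the data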;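 note: cells challenged with 10 nM apelin-13 agonist together with compound; plate controls were apelin-13 plus DMSO wells for no effect and DMSO wells lacking apelin-13 for full effect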
Target sequence (P35414 whole entry, looked up): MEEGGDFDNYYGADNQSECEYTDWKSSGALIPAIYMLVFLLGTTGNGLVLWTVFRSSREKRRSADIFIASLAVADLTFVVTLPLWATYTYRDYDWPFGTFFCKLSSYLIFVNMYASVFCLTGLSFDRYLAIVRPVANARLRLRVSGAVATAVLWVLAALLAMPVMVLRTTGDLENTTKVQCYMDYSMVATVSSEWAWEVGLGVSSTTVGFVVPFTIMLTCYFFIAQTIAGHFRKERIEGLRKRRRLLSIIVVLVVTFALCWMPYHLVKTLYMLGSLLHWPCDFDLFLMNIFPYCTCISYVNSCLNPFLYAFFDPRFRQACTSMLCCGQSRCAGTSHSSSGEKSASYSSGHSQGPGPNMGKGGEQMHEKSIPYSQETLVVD
697 NFkB inh: inhibitors of the PMA/ionomycin-induced NF-kB reporter in 697 B cells | 697 B-cell NF-kB luciferase reporter, 16 h | inhibition, % at 4 µM | 0.33% of 330,000 active | AID 435022; in the data active = inhibition above about 35%
CXCR6 block: blocks human CXCR6 beta-arrestin recruitment. 0.36% of 360,000 active. inhibition, % at 20 µM. AID 602244. CHO-K1 PathHunter CXCR6 beta-arrestin, luminescence. O00574; in the data active = inhibition above about 34%, passing the limit was not always enough;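 note: antagonist mode with CXCL16 agonist at 10 nM final; 0% = 10 nM CXCL16 with DMSO and 100% = unstimulated wells without agonist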
CCR6 antag: blocks CCL20-driven beta-arrestin recruitment at human CCR6; P51684; CHO-K1 CCR6 PathHunter beta-arrestin, luminescence, CCL20-stimulated; inhibition, % at 20 µM; 0.49% of 340,000 active; AID 493098;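 active = compounds whose inhibition of the agonist-driven luminescence signal at 20 µM reaches about 50%, limit read from the data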;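 note: cells stimulated with CCL20 at 14 nM final; plate controls were DMSO with CCL20 for no effect and DMSO without agonist for full effect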
Gli-Sufu block: blocks Gli-Sufu signaling in a luciferase reporter. Sufu-KO-LIGHT fibroblasts, Gli luciferase reporter luminescence. inhibition, % at 5 µM. 0.74% of 340,000 active. AID 588413;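 active = inhibition above about 55%, limit read from the data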;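 note: 0% = DMSO-treated cells and 100% = wells with medium but no cells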
EBI2 antag: blocks human EBI2 receptor beta-arrestin signaling. P32249. EBI2 beta-arrestin recruitment, luminescence, 7a,25-OHC stimulated. inhibition, % at 5 µM. 0.81% of 360,000 active. AID 651636; in the data active = inhibition above about 38%;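 note: enzyme fragment complementation signal reports receptor beta-arrestin coupling in cells; 0% = agonist plus DMSO wells and 100% = wells without agonist; some results beyond the cut were filed as inactive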
Target sequence (P32249 whole entry, looked up, the tested form may be a part): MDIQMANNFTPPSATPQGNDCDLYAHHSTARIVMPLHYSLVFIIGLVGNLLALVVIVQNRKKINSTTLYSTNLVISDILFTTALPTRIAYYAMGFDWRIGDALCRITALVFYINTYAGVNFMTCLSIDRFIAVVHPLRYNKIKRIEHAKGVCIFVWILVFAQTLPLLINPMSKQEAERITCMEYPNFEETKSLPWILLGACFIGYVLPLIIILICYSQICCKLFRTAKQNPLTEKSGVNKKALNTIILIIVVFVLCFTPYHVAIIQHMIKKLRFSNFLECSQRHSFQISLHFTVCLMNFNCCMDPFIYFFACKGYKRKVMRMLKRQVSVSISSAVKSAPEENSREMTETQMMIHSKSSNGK
UBC13 polyUb: blocks human UBC13 polyubiquitin chain formation; AID 485273; TR-FRET; 0.47% of 330,000 active; inhibition, % at 20 µM; P61088; in the data active = inhibition above about 45%, passing the limit was not always enough; inconclusive = no clear call, values can overlap the other calls
Active calls of the source: *; u = inconclusive; x = not tested or not shown.

Results follow in this order: APJ antag | Gli-Sufu block | Jurkat NFkB inh | CCR6 antag | CXCR6 block | EBI2 antag | 697 NFkB inh | UBC13 polyUb
1	CC(=O)C1=C(O)C(=O)N(C)C1c1ccccc1F (stereo unspecified)
→ 25.1 | 3.5 | 13.1 | 12.9 | 5.8 | 0.1 | -0.9 | -7.8
2	Cn1c(=O)c2c(nc(NN=C3CCCCC3)n2C)n(C)c1=O
→ -5.3 | -0.2 | 4.5 | 8.9 | 0.6 | -3.2 | 0.8 | 5.1
3	O=C(Nc1cccc(-c2ccc(N3CCOCC3)nn2)c1)c1ccccc1Cl
→ 1.6 | -73.6 | -56.7 | -0.9 | 3.7 | 1.1 | -64.5 | 4.9
4	CCN(CC(=O)NC1CCCCCC1)S(=O)(=O)c1ccccc1
→ 8.6 | 1.6 | 14.4 | 0.5 | 0.9 | -5.3 | 7.2 | -1.8
5	CC(=O)NS(=O)(=O)c1ccc(NC(=O)CSc2ccccc2)cc1
→ -12.9 | 5.8 | -0.4 | 5.2 | -1.7 | -12.2 | 19.2 | 6.0
6	COC(=O)c1cc(=O)nc2sc3cc(OC)ccc3n12
→ 14.8 | 5.5 | -6.8 | 2.1 | 0.2 | 0.6 | 23.1 | 5.9
7	CCNC(=O)C1CC(=O)OC12CCCCC2 (stereo unspecified)
→ -9.2 | 2.6 | -23.3 | 4.8 | -2.0 | -10.9 | -2.7 | -5.3
8	O=C(NNc1cc(N2CCCC2)nc(N2CCCC2)n1)c1ccc([N+](=O)[O-])cc1
→ 20.4 | 23.5 | 17.1 | 28.4 | 13.8 | 5.4 | -3.8 | -73.0
9	COc1ccc(N2CC(C(=O)Nc3c4c(nn3-c3ccc(OC)cc3)CS(=O)(=O)C4)CC2=O)cc1 (stereo unspecified)
→ 2.2 | -3.9 | 5.5 | 3.2 | -4.4 | 4.3 | 18.4 | 3.4
10	O=C(NCC1OCCc2ccccc21)C1COc2ccccc2O1 (stereo unspecified)
→ -1.3 | 4.7 | -23.8 | 0.6 | 2.2 | 8.6 | -7.4 | -1.0
11	CN(CCN1CCOCC1)C(=O)c1cc(COc2ccc(F)c(F)c2)on1
→ -50.2 | -11.8 | -17.2 | 7.0 | 0.2 | 7.9 | 0.9 | -0.2
12	CCN(CC)c1ccc(S(=O)(=O)N2CCOCC2)cc1NC(=O)CSC(=S)N1CCCC1
→ 13.8 | 31.3 | 22.6 | 8.8 | 16.3 | 9.8 | -24.6 | 4.5
13	COC(=O)c1c(-c2ccc(C)cc2)csc1NC(=O)C1CC=CCC1C(=O)O (stereo unspecified)
→ -18.3 | -14.2 | -6.7 | 5.9 | -3.9 | -2.4 | -9.5 | -19.5
14	Cc1cc(C)c(NC(=O)COC(=O)Cn2nc(-c3ccccc3)oc2=O)c(C)c1
→ 4.2 | -1.8 | 9.1 | -15.7 | 6.9 | 5.1 | 0.2 | 8.5
15	CC(C)OC(=O)CC(=O)CSc1nc2c(cc1C#N)CCCCC2
→ -14.3 | -36.5 | -44.2 | -1.1 | 3.2 | -4.1 | -94.0 | 0.7
16	Cc1ccc(S(=O)(=O)NCCSc2nnnn2-c2cc(C)ccc2C)cc1
→ 8.3 | 1.4 | 1.5 | 16.7 | -12.4 | 15.7 | 7.3 | 5.8
17	Cc1cc(C(=O)N/N=C/C=C/c2ccc([N+](=O)[O-])cc2)n[nH]1
→ -16.2 | -0.4 | 10.9 | -10.6 | -13.0 | -12.5 | 0.5 | -13.9
18	CCN1CCN(Cc2cc(=O)oc3ccc(Cl)cc23)CC1
→ 1.1 | 6.7 | -12.0 | -9.5 | 6.7 | -15.2 | -14.1 | -14.1
19	Nc1cc(=O)nc(SCC(=O)NC2CCCCC2)n1-c1ccccc1
→ -4.7 | -13.5 | -7.4 | 6.4 | -2.0 | -19.0 | -18.4 | -13.1
20	CCOc1cc(C(=S)N2CCCCC2)ccc1OS(=O)(=O)c1ccc(Br)cc1
→ 5.0 | 8.1 | -1.7 | 9.2 | 7.6 | 20.1 | -29.8 | -12.3
21	CCCCNC(=O)N1CCN(C(=O)c2ccco2)CC1
→ -4.2 | -6.0 | 2.3 | 23.9 | -8.0 | 3.1 | -4.6 | 2.3
22	Cc1ccc(NC(=O)CN(C)C(=O)c2cc(S(=O)(=O)N(C)C)ccc2N2CCCC2)cc1
→ 15.0 | 0.2 | 0.8 | 5.0 | -0.8 | -3.0 | -5.5 | -6.7
23	COc1cccc(NC(=O)CSc2nnc3ccc(-c4ccccn4)nn23)c1
→ 21.5 | -4.1 | 6.8 | 5.3 | 3.7 | -0.2 | -8.3 | u
24	COCCCNC(=O)c1cc(Nc2ccc(OC)cc2OC)nc2ccccc12
→ 16.1 | 2.6 | -14.4 | -1.7 | 1.4 | 9.0 | -13.2 | 4.2
25	CCOc1cc(C(=O)Nc2ccc(C(=O)NCCN(CC)CC)cc2)ccc1OCC(=O)N1CCOCC1
→ -1.3 | -2.9 | -5.2 | 7.7 | 9.1 | 2.9 | 14.4 | 1.2
26	COc1ccc(C(CNC(=O)c2cc(S(=O)(=O)N3CCCCC3)ccc2C)N2CCCC2)cc1 (stereo unspecified)
→ x | 2.2 | x | 13.9 | -5.9 | 14.9 | x | x
27	CC(=O)NS(=O)(=O)c1ccc(NS(=O)(=O)c2ccccc2[N+](=O)[O-])cc1
→ 1.8 | -3.4 | 0.6 | 3.8 | 11.2 | -3.8 | 13.9 | 0.2
28	COc1cc(C)c(Br)cc1S(=O)(=O)N1CCCC1
→ 12.7 | 14.3 | 8.7 | 16.1 | 8.6 | 1.1 | -2.6 | -9.7
29	C#CCN(C)Cc1ccccc1
→ -15.1 | -18.8 | -6.0 | -4.1 | 0.0 | -1.6 | -7.1 | 9.8
30	CC1CCCCN1CC(=O)Nc1ccc2c(c1)OCO2 (stereo unspecified)
→ 11.3 | 8.3 | -17.0 | 1.0 | -0.3 | -5.0 | 12.5 | -5.1
31	N/C(=N\OC(=O)C1CCCCC1)c1cccnc1
→ 8.8 | -20.4 | -18.6 | -2.5 | -7.3 | -9.8 | -20.3 | -9.9
32	CCn1c(SCCN2CCCCC2)nc2c1c(=O)n(C)c(=O)n2C
→ x | 25.2 | x | -2.2 | 5.7 | 1.0 | x | x
33	CCN1CCN(c2nc3sc4c(c3c(=O)n2-c2ccc(OC)cc2)CCCCC4)CC1
→ -28.3 | 2.8 | -9.0 | 9.5 | 1.5 | 6.2 | -17.2 | -1.4

Arranged by molar mass (high to low): some entries from above.
Results follow in this order: APJ antag | Gli-Sufu block | Jurkat NFkB inh | CCR6 antag | CXCR6 block | EBI2 antag | 697 NFkB inh | UBC13 polyUb
25	CCOc1cc(C(=O)Nc2ccc(C(=O)NCCN(CC)CC)cc2)ccc1OCC(=O)N1CCOCC1
→ -1.3 | -2.9 | -5.2 | 7.7 | 9.1 | 2.9 | 14.4 | 1.2
12	CCN(CC)c1ccc(S(=O)(=O)N2CCOCC2)cc1NC(=O)CSC(=S)N1CCCC1
→ 13.8 | 31.3 | 22.6 | 8.8 | 16.3 | 9.8 | -24.6 | 4.5
9	COc1ccc(N2CC(C(=O)Nc3c4c(nn3-c3ccc(OC)cc3)CS(=O)(=O)C4)CC2=O)cc1 (stereo unspecified)
→ 2.2 | -3.9 | 5.5 | 3.2 | -4.4 | 4.3 | 18.4 | 3.4
26	COc1ccc(C(CNC(=O)c2cc(S(=O)(=O)N3CCCCC3)ccc2C)N2CCCC2)cc1 (stereo unspecified)
→ x | 2.2 | x | 13.9 | -5.9 | 14.9 | x | x
20	CCOc1cc(C(=S)N2CCCCC2)ccc1OS(=O)(=O)c1ccc(Br)cc1
→ 5.0 | 8.1 | -1.7 | 9.2 | 7.6 | 20.1 | -29.8 | -12.3
22	Cc1ccc(NC(=O)CN(C)C(=O)c2cc(S(=O)(=O)N(C)C)ccc2N2CCCC2)cc1
→ 15.0 | 0.2 | 0.8 | 5.0 | -0.8 | -3.0 | -5.5 | -6.7
33	CCN1CCN(c2nc3sc4c(c3c(=O)n2-c2ccc(OC)cc2)CCCCC4)CC1
→ -28.3 | 2.8 | -9.0 | 9.5 | 1.5 | 6.2 | -17.2 | -1.4
16	Cc1ccc(S(=O)(=O)NCCSc2nnnn2-c2cc(C)ccc2C)cc1
→ 8.3 | 1.4 | 1.5 | 16.7 | -12.4 | 15.7 | 7.3 | 5.8
27	CC(=O)NS(=O)(=O)c1ccc(NS(=O)(=O)c2ccccc2[N+](=O)[O-])cc1
→ 1.8 | -3.4 | 0.6 | 3.8 | 11.2 | -3.8 | 13.9 | 0.2
8	O=C(NNc1cc(N2CCCC2)nc(N2CCCC2)n1)c1ccc([N+](=O)[O-])cc1
→ 20.4 | 23.5 | 17.1 | 28.4 | 13.8 | 5.4 | -3.8 | -73.0
15	CC(C)OC(=O)CC(=O)CSc1nc2c(cc1C#N)CCCCC2
→ -14.3 | -36.5 | -44.2 | -1.1 | 3.2 | -4.1 | -94.0 | 0.7
10	O=C(NCC1OCCc2ccccc21)C1COc2ccccc2O1 (stereo unspecified)
→ -1.3 | 4.7 | -23.8 | 0.6 | 2.2 | 8.6 | -7.4 | -1.0
2	Cn1c(=O)c2c(nc(NN=C3CCCCC3)n2C)n(C)c1=O
→ -5.3 | -0.2 | 4.5 | 8.9 | 0.6 | -3.2 | 0.8 | 5.1
31	N/C(=N\OC(=O)C1CCCCC1)c1cccnc1
→ 8.8 | -20.4 | -18.6 | -2.5 | -7.3 | -9.8 | -20.3 | -9.9
